# OX1R antag: human HCRTR1 antagonism; O43613; CHO/OX1R cells, Fluo-8 calcium fluorescence, orexin A; AID 434989; hit rate 0.43% among 330,000; inhibition, % at 5 µM;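 active means inhibition above its plate's threshold, mean inhibition of all tested compounds on the plate plus 3 SD, cut at about 37% in these data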;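 further: 0% = orexin A challenge wells and 100% = SB-334867-A antagonist wells; not every result past the cut was called active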
# Target sequence (O43613 whole entry, looked up): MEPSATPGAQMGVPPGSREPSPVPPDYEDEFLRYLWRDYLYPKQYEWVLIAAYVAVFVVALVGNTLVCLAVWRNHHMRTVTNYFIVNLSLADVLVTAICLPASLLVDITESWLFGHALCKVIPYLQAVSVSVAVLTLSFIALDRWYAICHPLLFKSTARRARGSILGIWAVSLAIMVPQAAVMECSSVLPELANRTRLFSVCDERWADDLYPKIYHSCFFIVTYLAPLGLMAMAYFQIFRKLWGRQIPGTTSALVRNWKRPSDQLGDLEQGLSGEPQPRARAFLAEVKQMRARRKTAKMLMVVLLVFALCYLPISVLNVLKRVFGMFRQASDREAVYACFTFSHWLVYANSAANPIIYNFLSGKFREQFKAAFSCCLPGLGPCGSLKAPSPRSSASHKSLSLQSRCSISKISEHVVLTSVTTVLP
# CHT allo act: allosteric activators of human choline transporter CHT. AID 488977. Q9GZV3. CHT-expressing cells, membrane potential dye, choline EC20; hits give high values; LV-AA mutant CHT in HEK293 cells. B-score at 10 µM. hit rate 0.49% among 310,000;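 active means initial fluorescence not abnormally high and integrated response B-score, plate-corrected, over 3 SD above library mean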
# Target sequence (Q9GZV3 whole entry, looked up): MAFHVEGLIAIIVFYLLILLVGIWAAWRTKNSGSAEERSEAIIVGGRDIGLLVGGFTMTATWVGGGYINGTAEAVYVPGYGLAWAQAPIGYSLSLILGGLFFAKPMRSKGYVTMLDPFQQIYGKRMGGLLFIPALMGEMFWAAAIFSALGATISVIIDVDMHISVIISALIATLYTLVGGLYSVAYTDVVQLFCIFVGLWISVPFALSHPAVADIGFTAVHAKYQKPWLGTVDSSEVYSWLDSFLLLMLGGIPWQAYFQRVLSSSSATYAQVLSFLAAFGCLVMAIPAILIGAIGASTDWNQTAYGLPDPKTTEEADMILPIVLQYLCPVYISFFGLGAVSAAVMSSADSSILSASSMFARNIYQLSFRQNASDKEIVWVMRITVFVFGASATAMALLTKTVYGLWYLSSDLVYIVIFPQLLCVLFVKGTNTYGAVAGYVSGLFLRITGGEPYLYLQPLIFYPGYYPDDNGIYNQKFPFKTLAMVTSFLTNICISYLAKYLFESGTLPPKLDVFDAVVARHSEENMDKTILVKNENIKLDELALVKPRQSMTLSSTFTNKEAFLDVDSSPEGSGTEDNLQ
# The depositor's hits bear a star; i = inactive; / = no result given.
# Sample of the layout, six compounds:
Compound | OX1R antag | CHT allo act
CCOC(=O)c1c(NC(=O)CC2Nc3ccccc3NC2=O)sc(C)c1C (configuration not stated) | -19 | i
CC(c1ccon1)N(C)C(=O)c1ccc2nc(Cc3cccc(Cl)c3)oc2c1 (configuration not stated) | -13 | i
COc1ccccc1N1C(=O)N(CC(=O)C(C)(C)C)c2ccccc2S1(=O)=O | -22 | i
COc1nsnc1NS(=O)(=O)c1ccc(NC(=S)NC(=O)c2ccncc2)cc1 | -21 | i
COc1ccc2[nH]c(=O)c(-c3noc(-c4ccccc4)n3)cc2c1 | -25 | i
CCN(CC)S(=O)(=O)c1ccc(C)c(C(=O)Oc2cccc(-c3cnc4ccccc4n3)c2)c1 | -10 | i

# The listing, from the start:
Compound | OX1R antag | CHT allo act
CCOC(=O)c1c(NC(=O)CC2Nc3ccccc3NC2=O)sc(C)c1C (configuration not stated) | -19 | i
CC(c1ccon1)N(C)C(=O)c1ccc2nc(Cc3cccc(Cl)c3)oc2c1 (configuration not stated) | -13 | i
COc1ccccc1N1C(=O)N(CC(=O)C(C)(C)C)c2ccccc2S1(=O)=O | -22 | i
COc1nsnc1NS(=O)(=O)c1ccc(NC(=S)NC(=O)c2ccncc2)cc1 | -21 | i
COc1ccc2[nH]c(=O)c(-c3noc(-c4ccccc4)n3)cc2c1 | -25 | i
CCN(CC)S(=O)(=O)c1ccc(C)c(C(=O)Oc2cccc(-c3cnc4ccccc4n3)c2)c1 | -10 | i
Cc1cc(NC(=O)COC(=O)C2CC2)ccc1Br | -11 | /
O=C(O)CSc1nc(-c2ccccc2)c(-c2ccccc2)[nH]1 | -9 | i
CCn1nc(C)c(NC(=O)c2cnn3c(C(F)F)cc(-c4ccccc4)nc23)c1C | -11 | i
CCOC(=O)c1c(-c2ccccc2)csc1NC(=O)c1cc(S(=O)(=O)N2CCOCC2)ccc1C | -1 | i
O=C1c2ccccc2C(=O)N1CC1c2ccccc2CCN1S(=O)(=O)c1ccccc1 (configuration not stated) | -15 | i
Cc1ccc(C(=O)N2CCN(S(=O)(=O)c3ccccc3)CC2)cc1 | -21 | i
CNCCCc1[nH]nc(N)c1C#N | -13 | i
O=C(NNc1ccc(-c2csnn2)cc1)c1cc(Cl)cc(Cl)c1 | -13 | i
Cc1c(N(C)C)c(=O)n(-c2ccccc2)n1C | -9 | /
COc1ccc(NC(=O)CN(C)C(=O)C23CC4CC(CC(C4)C2)C3)cc1 | -20 | i
O=C(COC(=O)c1ccc(F)cc1Cl)NC1CCCCCCC1 | -21 | /
O=C(NN1C(=O)/C(=C/c2cccs2)SC1=S)c1ccncc1 | -9 | i
O=C(Cc1ccc(Cl)cc1)Nc1ccc(N2CCN(C(=O)c3ccco3)CC2)c(Cl)c1 | 1 | i
O=C(O)COCC(=O)Nc1ccc(-n2cnnn2)cc1 | 9 | i
Nc1ccc(CCS(N)(=O)=O)cc1 | -4 | i
COc1ccc(C)cc1Cn1c(S(C)(=O)=O)nc2ccccc21 | -26 | i
O=C(/C=C/c1ccc([N+](=O)[O-])cc1)NCc1ccco1 | 1 | i
O=C(Nc1cccc(NC(=O)c2cccs2)c1)c1cccnc1 | -14 | i
COc1cc(C(=O)Nc2ccc3c(c2)Cc2ccccc2-3)cc(OC)c1OC | -20 | i
Cc1cc2c(c(=O)n1Cc1cccnc1)C(Cc1ccccc1)C(C#N)=C(N)O2 (configuration not stated) | -13 | i
CCN(CC)C(=O)COc1ccc2c(c1)C(=O)CC(C)(C)O2 | -12 | i
N#Cc1c(NC(=O)CCCC(=O)O)sc2c1CCCCC2 | -6 | i
O=C(CCC1CCCCC1)NNC(=O)NC12CC3CC(CC(C3)C1)C2 | -7 | i
COc1ccc(C(=O)NC2CC2)cc1OC1CCN(Cc2cc(C)cc(C)c2)CC1 | -16 | i
O=C(COc1ccc2ccccc2c1)N1CCNCC1 | -15 | i
COC(=O)c1cccc(Oc2cccc(Cl)n2)c1 | -1 | i
CCOC(=O)c1cc(C)sc1NC(=O)CSc1nnnn1C | -21 | i
CCOC(=O)C1CCN(c2ncnc3c(C)csc23)CC1 | -25 | i
CCn1c(COc2ccc(C)cc2)nnc1SCC(=O)Nc1ccc(S(N)(=O)=O)cc1 | -12 | i
O=C(CSc1nnnn1-c1ccccc1)NC(=O)Nc1ccc2c(c1)OCCO2 | -4 | i
N/C(Cc1ccc([N+](=O)[O-])cc1)=N\OC(=O)COc1ccccc1Cl | -4 | i
O=C(CCNC(=O)Cn1cnc2ccccc2c1=O)NCC1COc2ccccc2O1 (configuration not stated) | 0 | i
COC(=O)/C=C1\NCCNC1=O | -17 | i
N#CCCN(C(=O)COC(=O)CCc1nc2ccccc2c(=O)[nH]1)c1ccccc1F | -9 | /
O=C(NCCN1CCOCC1)c1cc2n(n1)C(C(F)(F)F)CC(c1ccc(F)cc1)N2 (configuration not stated) | -1 | i
COc1ccc(C(c2oc(CO)cc(=O)c2O)c2oc(CO)cc(=O)c2O)cc1 | -16 | i
Cc1cc(C(=O)N2CCCC(CNS(=O)(=O)c3cccs3)C2)nn1C (configuration not stated) | -11 | i
CCCc1cc(=O)oc2c(C)c(OS(C)(=O)=O)ccc12 | -13 | i
O=S(=O)(c1ccc(F)cc1)N1CCCN(c2nccc(C(F)(F)F)n2)CC1 | -24 | i

# 4 of these compounds, reformatted:
Compound: O=C(CCC1CCCCC1)NNC(=O)NC12CC3CC(CC(C3)C1)C2
- OX1R antag = -7
- CHT allo act = i
Compound: COc1cc(C(=O)Nc2ccc3c(c2)Cc2ccccc2-3)cc(OC)c1OC
- OX1R antag = -20
- CHT allo act = i
Compound: O=C(O)COCC(=O)Nc1ccc(-n2cnnn2)cc1
- OX1R antag = 9
- CHT allo act = i
Compound: COc1ccccc1N1C(=O)N(CC(=O)C(C)(C)C)c2ccccc2S1(=O)=O
- OX1R antag = -22
- CHT allo act = i

# Remaining list, next part.
Compound | OX1R antag | CHT allo act
O=C1CC(c2cccc(F)c2)C2=C(CCCC2=O)N1 (configuration not stated) | 2 | i
CCCc1[nH]nc2c1C(c1ccc(OC)c(CSC3=NCCS3)c1)C(C#N)=C(N)O2 (configuration not stated) | -33 | i
O=S(=O)(NCc1ccc2c(c1)OCO2)c1cccc(F)c1 | / | i
O=C(CCN1C(=O)S/C(=C\c2ccc(F)cc2)C1=O)Nc1ccc(O)cc1C(=O)O | -9 | i
COc1cc(CN2CCC(C(=O)NC3CCCC3)CC2)ccc1O | -8 | i
COc1ccccc1OCC(=O)Nc1ccc(S(=O)(=O)NC(C)=O)cc1 | -3 | i
O=C(COc1ccccc1)NC1CCN(Cc2ccccc2)CC1 | -20 | i
CC(=O)N1CCc2cc(S(=O)(=O)CCC(=O)N3CCN(c4cc(C)ccc4C)CC3)ccc21 | -12 | i
COc1ccc(S(=O)(=O)NCC(c2ccc(C)cc2)N2CCN(C)CC2)cc1 (configuration not stated) | -30 | i
CC(CC(=O)O)CC(=O)Nc1cc(C(F)(F)F)cc(C(F)(F)F)c1 (configuration not stated) | -10 | i
Nc1ccccc1NC1=CC(=O)CC(c2ccccc2)C1 (configuration not stated) | -25 | i
Cc1sc2ncnc(N3CCC(C(=O)N(C)CC(=O)Nc4ccccc4Cl)CC3)c2c1C | -14 | i
CN(Cc1ccccc1)C(=O)c1cc(=O)[nH]c2ccccc12 | -8 | i
O=C(CCCN1C(=O)C(c2ccccc2)Oc2cccnc21)NCc1ccc(F)cc1 (configuration not stated) | -22 | i
COc1ccccc1CC(=O)NCc1nn(-c2ccccc2)nc1C | -16 | i

# Grouped by structure: the compounds so far with a nitro group on carbon.
Compound | OX1R antag | CHT allo act
O=C(/C=C/c1ccc([N+](=O)[O-])cc1)NCc1ccco1 | 1 | i
N/C(Cc1ccc([N+](=O)[O-])cc1)=N\OC(=O)COc1ccccc1Cl | -4 | i

# Continued.
Compound | OX1R antag | CHT allo act
Cc1ccc(NC(=O)CN2C(=O)S/C(=C\c3cc(C)n(-c4ccc(C(=O)O)cc4)c3C)C2=O)cc1 | -13 | i
OCCC1CN(Cc2cccn2-c2cccnc2)CCN1Cc1ccccc1 (configuration not stated) | -22 | i
COC(=O)C1CCN(C2=C(NS(=O)(=O)c3ccc(Cl)cc3)C(=O)c3ccccc3C2=O)CC1 | -27 | i
CC12CCC(C(=O)NNc3ccc([N+](=O)[O-])cc3)(CC1=O)C2(C)C (configuration not stated) | -17 | i
O=C1NN=C(c2ccc(Br)cc2)CC1c1ccc(Cl)cc1 (configuration not stated) | -34 | i
COc1cc(OC)c(OC)cc1CN1CCN(Cc2ccco2)CC1 | 4 | i
CC1CCN(C(=O)C2CCN(C(=O)c3cc4sccc4n3Cc3ccc(F)cc3)CC2)CC1 | 35 | i
COc1ccc2c(C)c(C(=O)NCC(C)O)oc2c1OC (configuration not stated) | -1 | i
CON(C)S(=O)(=O)c1ccc2c(c1)N(Cc1ccc(C)cc1)C(=O)C1CCCN21 (configuration not stated) | -13 | i
COc1cccc(C(=O)N(C)CC2CCN(CCc3cccc(C(F)(F)F)c3)CC2)c1 | -22 | i
Cc1nccn1CC(=O)O | -20 | i
CCCS(=O)(=O)N1CCC(CCOc2ccccc2)(C(=O)OCC)CC1 | -7 | i
C=CCn1c(CC(=O)Nc2cccc(OC)c2)nnc1SCC(=O)NC1CCCCC1 | -27 | i
CC(C)NC(=O)Nc1ccc2c(c1)C(=O)N([C@@H](C)CO)C[C@@H](C)[C@@H](CN(C)S(=O)(=O)c1ccc(F)cc1)O2 | 1 | /
C=CCC[C@@H](Cc1ccc(F)cc1)C(=O)OC[C@@H](Cc1c[nH]c2ccccc12)NC(=O)[C@@H](CC=C)CC(=O)N[C@H](CO)Cc1ccccc1 | -9 | /

# The results go on.
Molecule | OX1R antag | CHT allo act
Cc1ccc(S(=O)(=O)NC(N)=NCCc2ccc(Cl)cc2)cc1 | -9 | i
Cc1ccc(C2=C(c3ccc([N+](=O)[O-])cc3)C(=O)OC2)cc1C | -17 | i
O=c1c2ccccc2c2ccccc2c(=O)n1-c1ccccc1 | -6 | i
NC(=S)NNC(=O)C12CC3CC(CC(C3)C1)C2 | 29 | i
CCCCOCCCNC(=O)C1c2ccccc2Oc2ccccc21 | -26 | i
Cc1cc(=O)oc(C)c1C(=O)Nc1ccc(Cl)cn1 | 1 | i
CC(=O)C(/C=N/c1cc(-c2ccc(C)cc2)nn1-c1ccccc1)=C(\C)O | -13 | i
O=C(N/N=C/c1cc(Br)c(O)c(Br)c1)c1cccnc1 | -7 | i
O=C(Nc1nc(-c2ccccn2)cs1)c1ccc(Cl)s1 | -2 | i
COc1cc(C(=O)NC(C)Cc2cccs2)cc(OC)c1OC (configuration not stated) | -18 | i
CCc1cc(C(=O)Cc2nc3ccccc3[nH]2)c(O)cc1O | -24 | i
Cc1ccc(NC(=S)NNC(=O)Nc2ccccc2)cc1 | -21 | i
O=C(Nc1ccc([N+](=O)[O-])cc1)C(=O)Nc1cccc(C(=O)O)c1 | -6 | i
Cc1ccc(C)c(SCC(=O)OCC(=O)c2ccco2)c1 | -10 | i
O=C(CCNC(=O)c1ccccc1Cl)NCCc1ccc(C(F)(F)F)cc1 | -19 | i
COc1ccc(Nc2ccccc2C(=O)O)cc1 | 5 | i
CC1=C(C(=O)OCc2ccccc2)C(c2cccc3ccccc23)NC(=O)N1CCCC(=O)O (configuration not stated) | -41 | i
CC(=O)[C@@]1(O)CC[C@H]2[C@@H]3CCC4=CC(=O)CC[C@]4(C)[C@H]3CC[C@@]21C | 3 | i
O=C(CCC1CCCN(C(=O)c2ccoc2)C1)NCc1ccc(F)c(F)c1 (configuration not stated) | -16 | i
CCC1CC(C)(C(=O)Nc2ccc(S(N)(=O)=O)cc2)OC1=O (configuration not stated) | -8 | i
CCOc1ccc(C2C(C(N)=O)=C(C)Nc3ncnn32)cc1OC (configuration not stated) | -13 | i
Oc1ccc(N2CCN(C(c3ccncc3)c3nnnn3C3CCCC3)CC2)cc1 (configuration not stated) | 2 | i
CCn1nnnc1NCc1ccc(OCc2ccc(F)cc2Cl)c(OC)c1 | -21 | i
CC(=O)Nc1ccc(C(=O)N/N=C/c2ccc(F)cc2)cc1 | -29 | i
COc1ccc(C2C(C(C)=O)=C(O)C(=O)N2CCCn2ccnc2)cc1 (configuration not stated) | 2 | i
OCCN1CN=C(Nc2nc3ccccc3s2)NC1 | -13 | i
COc1ccc([C@H]2CC(=O)C=C(c3cccc(CO)c3)C2)cc1OC | -1 | /
Cc1onc(-c2ccccc2)c1CNC(=O)CN1C(=O)c2ccccc2C1=O | -14 | i
CCOC(=O)N1CCC(Nc2c(NCCCN3CCN(CC)CC3)c(=O)c2=O)CC1 | 1 | i
Cc1noc(C)c1S(=O)(=O)N(C)C[C@H]1Oc2ccc(NC(=O)CCC(F)(F)F)cc2C(=O)N([C@H](C)CO)C[C@@H]1C | 1 | /
Cc1ccc(OC(=O)c2sc3ncn(C)c(=O)c3c2C)cc1 | -21 | i
CCOC(=O)CNC(=O)C1c2ccccc2C(=O)N(c2ccc(OC)cc2)C1c1ccc(OC)cc1 (configuration not stated) | -2 | i
CN(C)CCSc1nnc2sc3ccccc3n12 | -6 | 6.6*
C=CCNc1sc(C(=O)c2cccs2)c(N)c1C#N | -19 | i
CC(CC(=O)C1C(C)C=CCC1(C)C)NNC(N)=O (configuration not stated) | -12 | i
Cc1ccc(NC(=O)C2CCCN2C(=O)OCc2ccccc2)cc1C (configuration not stated) | -22 | i
CCC(C)[C@H](NC(=O)[C@@H]1CSC2c3ccccc3C(=O)N21)C(=O)NCc1ccco1 (some centres not stated) | -15 | i
C[C@@H]1CN([C@H](C)CO)C(=O)c2cc(NC(=O)Cc3ccccc3)ccc2O[C@H]1CN(C)Cc1ccc(Oc2ccccc2)cc1 | 14 | /
C=CCn1c(SCC(=O)/C(C#N)=C(\C)N)nnc1C1CCCCC1 | -13 | i
CC1CCCN(C(=O)c2ccc3c(c2)OCO3)C1 (configuration not stated) | 4 | i
Cc1ccc(S(=O)(=O)NC(=O)Nc2nnc(C3CC3)s2)cc1 | -12 | i

# Source: PubChem (several laboratories)
